Pol beta inh: DNA polymerase beta (human) inhibition. P06746. Pol beta primer extension/strand displacement, fluorescence kinetic. Potency, µM (top dose mostly 114 µM), for the others: top-dose activity change, negative = inhibition, usual class: inhibitors. 340,000 compounds, 1.3% hits. AID 485314; note: potency is the fitted concentration of half-maximal effect; % is set by controls: 0 for no effect and ±100 for the full control effect
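Enzyme-only controls used 10 nM Pol beta; buffer lacking enzyme served as negative control. Compound preincubated 15 min, then 50 nM substrate added; 0 and 10 min reads at room temperature.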
RXFP1 antagonist: antagonists of human relaxin receptor RXFP1 | HEK293-RXFP1, relaxin-stimulated cAMP HTRF, 30 min; stronger effect = lower value | activity change, negative = inhibition, % at 57.5 µM | 350,000 compounds, 0.59% hits;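 active = activity change of -60% or lower, but not beyond a set lower limit; inconclusive = change between -60% and -40%, or beyond the set limit; inactive = change above -40%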; note: % is set by controls: 0 for no effect and ±100 for the full control effect
Target sequence (Q9HBX9 whole entry, looked up): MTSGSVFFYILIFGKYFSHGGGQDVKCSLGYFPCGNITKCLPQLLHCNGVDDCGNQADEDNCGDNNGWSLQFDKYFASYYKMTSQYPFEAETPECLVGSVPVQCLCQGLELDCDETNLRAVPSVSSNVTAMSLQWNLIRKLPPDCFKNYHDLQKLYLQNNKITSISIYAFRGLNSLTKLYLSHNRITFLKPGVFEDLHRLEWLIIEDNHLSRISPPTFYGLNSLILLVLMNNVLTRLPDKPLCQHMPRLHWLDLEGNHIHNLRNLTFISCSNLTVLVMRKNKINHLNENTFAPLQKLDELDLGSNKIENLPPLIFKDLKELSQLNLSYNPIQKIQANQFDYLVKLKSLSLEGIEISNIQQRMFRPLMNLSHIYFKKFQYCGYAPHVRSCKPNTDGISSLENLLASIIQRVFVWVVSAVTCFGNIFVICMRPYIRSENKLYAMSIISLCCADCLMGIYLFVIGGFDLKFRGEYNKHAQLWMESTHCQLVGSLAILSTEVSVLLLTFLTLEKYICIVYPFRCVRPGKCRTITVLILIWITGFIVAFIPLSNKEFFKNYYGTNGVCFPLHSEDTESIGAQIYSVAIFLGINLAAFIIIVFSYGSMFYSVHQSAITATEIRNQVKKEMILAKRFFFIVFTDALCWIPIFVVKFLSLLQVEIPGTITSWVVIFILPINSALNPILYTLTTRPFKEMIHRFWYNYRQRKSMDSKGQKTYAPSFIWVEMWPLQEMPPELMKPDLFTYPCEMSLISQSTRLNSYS
PGK inhibitor: T. brucei PGK inhibition | AID 602233 | PGK/GAPDH coupled, Kinase-Glo luminescence, 60 min | 380,000 compounds, 0.043% hits | Potency, µM (series often up to 57.5 µM), inactives show at the highest dose activity change, negative = inhibition, usual class: inhibitors; note: potency is the fitted concentration of half-maximal effect; % is set by controls: 0 for no effect and ±100 for the full control effect; nearly all actives have a fitted effect of over 60% in size
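Luminescent ATP detection (Kinase-Glo Plus) follows a 60-minute room-temperature incubation, with wells lacking PGK as controls. Buffer: 100 mM TEA (pH 7.6), 5 mM MgCl2, 0.01% Tween-20. Coupling enzyme GAPDH (100 nM final) supplies unstable 1,3-BPG in-well.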
POLI inh: inhibitors of human DNA polymerase iota | Q9UNA4 | Pol iota fluorescent replication assay, 10 min | Potency, µM (series often up to 115 µM), for inactives: top-dose activity, negative = inhibition, most hits filed as inhibitors | 390,000 compounds, 1% hits | AID 588590; note: potency is the fitted concentration of half-maximal effect
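Pol iota at 10 nM preincubated 15 min with compounds at room temperature; reaction started with fluorescent substrate, 50 nM final. Fluorescence read kinetically at 0 and 10 min; buffer-only wells as negative control.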
Pol kappa inh: DNA polymerase kappa (human) inhibition; Q9UBT6; purified Pol kappa, fluorescent DNA synthesis assay, 10 min; Potency, µM (doses to about 107 µM), without a hit: top-dose activity, negative = inhibition, actives largely listed as inhibitors; 400,000 compounds, 0.53% hits; AID 588579; note: potency is the fitted concentration of half-maximal effect; % is set by controls: 0 for no effect and ±100 for the full control effect
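Inhibition of 10 nM Pol kappa is measured by a fluorescent read-out at 0 and 10 min following addition of 50 nM substrate (final), with a 15-min room-temperature compound preincubation.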
BLM inh: blocks DNA unwinding by human BLM helicase | P54132 | recombinant BLM DNA unwinding, fluorescence dequenching | Potency, µM (series often up to 56.1 µM), for inactives: top-dose activity change, negative = inhibition, most hits filed as inhibitors | 350,000 compounds, 0.2% hits | AID 2528;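 note: potency is the fitted concentration of half-maximal effect; plate controls were vehicle for no effect and no enzyme for full effect; nearly all actives have a fitted effect of over 35% in size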
APEX1 inh: inhibitors of human APE1 endonuclease; AID 2517; P27695; 350,000 compounds, 0.35% hits; Potency, µM (top dose mostly 65.8 µM), without a hit: at the top dose activity change, negative = inhibition, hits mostly inhibitors; recombinant APE1, TAMRA/BHQ-2 abasic DNA cleavage fluorescence;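 note: potency is the fitted concentration of half-maximal effect; plate controls were vehicle for no effect and reference inhibitor for full effect; nearly all actives have a fitted effect of over 55% in size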
Target sequence (P27695 whole entry, looked up): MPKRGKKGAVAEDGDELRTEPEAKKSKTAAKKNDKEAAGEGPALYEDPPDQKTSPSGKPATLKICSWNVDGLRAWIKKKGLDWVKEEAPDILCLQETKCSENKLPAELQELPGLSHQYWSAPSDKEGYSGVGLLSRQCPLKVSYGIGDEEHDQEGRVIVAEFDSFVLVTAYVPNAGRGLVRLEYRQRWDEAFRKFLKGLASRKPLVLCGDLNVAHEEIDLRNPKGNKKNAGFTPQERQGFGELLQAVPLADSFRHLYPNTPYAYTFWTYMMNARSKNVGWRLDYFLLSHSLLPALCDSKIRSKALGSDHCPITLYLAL
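Substrate: short duplex with […] THF abasic site, 5'-TAMRA and 3'-BHQ-2, 50 nM final. APE1 at 0.75 nM, preincubated 15 min RT with compound. Fluorescence increase from first to third read measured activity.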
Apoferritin bind: binds horse apoferritin like a general anesthetic; Potency, µM (highest dose often 77.5 µM), inactives show at the highest dose activity change, negative = displacement, most hits filed as inhibitors; 350,000 compounds, 0.074% hits; apoferritin/1-aminoanthracene competitive binding, fluorescence; P02791; note: potency is the fitted concentration of half-maximal effect; % is set by controls: 0 for no effect and ±100 for the full control effect; nearly all actives have a fitted effect of over 20% in size
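Probe: 1-aminoanthracene (50% saturated, PBS). Protein: horse-spleen apoferritin, 10 uM. Incubation: 10 min, room temperature. Detection: 380 nm excitation, 535 nm emission. Analysis: normalized response, four-parameter Hill.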
Pol eta inh: blocks human DNA polymerase eta activity; Q9Y253; recombinant Pol eta, fluorescent DNA replication assay; Potency, µM (highest dose often 114 µM), for the others: at the top dose activity change, negative = inhibition, hits mostly inhibitors; 390,000 compounds, 1.2% hits; note: potency is the fitted concentration of half-maximal effect; % is set by controls: 0 for no effect and ±100 for the full control effect
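Fluorescent replication assay: 50 nM final substrate added after a 15 min room-temperature compound preincubation with 10 nM enzyme. Signal taken at 0 min and again at 10 min.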
The depositor's hits bear a star; i = inactive; ? = inconclusive; / = not tested or not shown; [ ] = another dose, or the depositor's remark. Unless noted, calls come from the whole dose curve; as a rule, active = well fitted curve in the direction sought with a large enough effect; inconclusive = small, poorly fitted or top-dose-only effect, or another doubt; inactive = no such curve, though single readings can be large; an effect the other way counts as inactive or inconclusive. These rows are one share of the data; count on the stated rates, not on these rows.

smiles	Pol beta inh	RXFP1 antagonist	PGK inhibitor	POLI inh	Pol kappa inh	BLM inh	APEX1 inh	Apoferritin bind	Pol eta inh
COc1ccc(C2N(Cc3ccccc3)CC(=O)N2/N=C(\C)c2ccccc2)cc1 (stereo not given)	-3%	8	3%	3%	-12%	-7%	-7%	-2%	-19%
O=C(Nc1ccc([N+](=O)[O-])cc1)c1ccccc1	?	17	i	4%	0%	-1%	20%	-5%	-12%
COc1ccc2c(c1)CCc1c(C(=O)Nc3ccc(C#N)cc3)noc1-2	?	-5	-1%	25%	-11%	-5%	/	5%	-8%
Cc1ccc(S(=O)(=O)N2CCN(C(=O)CC(C)n3cncn3)CC2)cc1 (stereo not given)	-1%	3	-3%	134%[activator]	-15%	0%	28%[12.4 µM]	-4%	-17%
COc1ccccc1NS(=O)(=O)c1ccc2oc(=S)[nH]c2c1	-1%	-12	-3%	10%	4%	-3%	16%	1%	-7%
CC(C)c1ccc(NC(=O)C2CCCN2S(=O)(=O)c2ccccc2F)cc1 (stereo not given)	/	3	1%	9%	-20%	/	1%	/	?
O=C(CC(C(=O)O)c1cccc(Cl)c1)c1ccccc1 (stereo not given)	18%	-7	i	-11%	14%	-3%	10%	-1%	-11%
S=c1[nH]nc(-c2cccnc2)n1C1CCCCC1	-2%	9	3%	-1%	-14%	2%	-1%	3%	-12%

Whole records as entered above:
CC(C)c1ccc(NC(=O)C2CCCN2S(=O)(=O)c2ccccc2F)cc1 (stereo not given) as listed: Pol beta inh = /; RXFP1 antagonist = 3; PGK inhibitor = 1%; POLI inh = 9%; Pol kappa inh = -20%; BLM inh = /; APEX1 inh = 1%; Apoferritin bind = /; Pol eta inh = ?
S=c1[nH]nc(-c2cccnc2)n1C1CCCCC1 as listed: Pol beta inh = -2%; RXFP1 antagonist = 9; PGK inhibitor = 3%; POLI inh = -1%; Pol kappa inh = -14%; BLM inh = 2%; APEX1 inh = -1%; Apoferritin bind = 3%; Pol eta inh = -12%
COc1ccc(C2N(Cc3ccccc3)CC(=O)N2/N=C(\C)c2ccccc2)cc1 (stereo not given) as listed: Pol beta inh = -3%; RXFP1 antagonist = 8; PGK inhibitor = 3%; POLI inh = 3%; Pol kappa inh = -12%; BLM inh = -7%; APEX1 inh = -7%; Apoferritin bind = -2%; Pol eta inh = -19%

The listing continues.
smiles	Pol beta inh	RXFP1 antagonist	PGK inhibitor	POLI inh	Pol kappa inh	BLM inh	APEX1 inh	Apoferritin bind	Pol eta inh
Cc1ccc(C(=O)COC(=O)CN2C(=O)C3C4CCC(C4)C3C2=O)cc1C (stereo not given)	1%	-1	3%	55%[activator]	-3%	-4%	51%	?	-17%
Cc1cc(=O)oc2c(N)c(O)ccc12	2%	/	-9%	23%	4%	2%	-10%	0%	-7%
c1cncc(-c2nc3ccccc3s2)c1	46%	8	-2%	16%	-25%	5%	-9%	-5%	9%
O=C(NCc1ccccc1)c1ccc(S(=O)(=O)N2CCCC2)cc1	4%	-1	-3%	1%[58.9 µM]	2%	-3%	3%	-2%	-10%
CCOC(=O)C1CCN(C(=O)c2ccc3c(c2)N=C(CC)c2cc(C)ccc2S3)CC1	0%	/	-6%	-10%	0%	-14%	/	-15%	-21%
COc1cccc(C2C(=O)N(C3CCCCC3)CC(=O)N2CCc2ccc(OC)c(OC)c2)c1 (stereo not given)	-2%	-7	-3%	7%	-5%[60.1 µM]	1%	/	-1%	-9%
COC(=O)Cn1c(C)nc2ccccc21	48%	8	-4%	-5%	-6%	3%	14%	-4%	-2%
Nc1nc(Nc2cccc(C(F)(F)F)c2)sc1C(=O)c1ccccc1	-11%	-26	6%	22%	-1%[60.1 µM]	3%	/	64%[activator]	1%

Carrying on.
smiles	Pol beta inh	RXFP1 antagonist	PGK inhibitor	POLI inh	Pol kappa inh	BLM inh	APEX1 inh	Apoferritin bind	Pol eta inh
COc1ccc(-c2nc(CS(=O)CC(=O)NCc3ccc(F)cc3)c(C)o2)cc1OC (stereo not given)	40%[activator]	-11	6%	-4%	-7%	-4%	/	-2%	-6%
CC(C)(C)C(=O)NC(C(N)=O)=C(Cl)Cl	22%	-4	-4%	15%	3%	0%	2%	-7%	-13%
OC(COCc1ccccc1)COCc1ccccc1	/	-5	3%	72%[activator]	-11%	/	/	/	1%
CN(C(=O)c1ccc(NC(=O)Cc2ccc(NC(=O)C3CCCN(S(=O)(=O)c4cccc([N+](=O)[O-])c4)C3)cc2)cc1)C1CCCC1 (stereo not given)	/	/	2%	?	-6%	/	/	/	-3%
CCOc1ccc(C(=O)NCCc2sc(-c3ccc(F)cc3)nc2C)cc1	-18%	-3	-4%	-7%	-2%[60.1 µM]	0%	/	39%[activator]	-16%
O=C(NC1CCCC1)c1cccc(S(=O)(=O)N2CCCC2)c1	/	-2	i	-2%	-9%	/	-9%	/	-4%
COc1cccc(CNc2nc3c(-c4cccc(C)c4)nnn3c3ccccc23)c1	-13%	/	4%	36%[activator]	-4%	-3%	/	-9%	-18%
O=C(CN1CCN(c2ccccc2)CC1)NCc1ccc(F)cc1	63%	1	i	9%	-20%	-2%	-9%	5%	-6%

Going on with the list:
smiles	Pol beta inh	RXFP1 antagonist	PGK inhibitor	POLI inh	Pol kappa inh	BLM inh	APEX1 inh	Apoferritin bind	Pol eta inh
CC(C)(C)NC(=O)C1CCCN(S(=O)(=O)c2ccc(-n3cnnn3)cc2)C1 (stereo not given)	48%	20	-3%	21%	2%	-3%	5%	6%	-4%
Clc1cccc(CN2CCN(c3ncccn3)CC2)c1Cl	-21%	-6	0%	26%	-2%	1%	1%	-2%	-7%
CCN1c2ccccc2-c2nc(SCC(=O)Nc3cccc(C)c3C)ncc2S1(=O)=O	3%	-5	4%	24%	-7%	-1%	/	-9%	-21%
CCCCN(CC)S(=O)(=O)c1ccccc1	4%	-8	1%	8%	-12%	-3%	-3%	-23%	-2%
CCc1ccc(NC(=O)C2CCCN(S(=O)(=O)c3cnc[nH]3)C2)cc1 (stereo not given)	31%	-116*	i	2%	1%	-3%	26%	4%	-3%
O=C(N/N=C/c1ccccn1)c1ccc(Br)o1	6%	-15	2%	?	-5%	-2%	-3%	-15%	5%
C=CCn1c2ccccc2c(=O)c2cc(C#Cc3cc(OC)cc(OC)c3)ccc21	/	/	-2%	25%	5%	/	-15%	/	0%
CSc1nnc(NC(=O)Cc2coc3cc(C)ccc23)s1	3%	-15	-4%	14%	0%	0%	/	-10%	-26%

(continued)
smiles	Pol beta inh	RXFP1 antagonist	PGK inhibitor	POLI inh	Pol kappa inh	BLM inh	APEX1 inh	Apoferritin bind	Pol eta inh
CCC(C)n1c(SCC(=O)NC2CCCC2)nc2ccccc2c1=O (stereo not given)	/	-6	i	28%	-3%	/	6%	/	-18%
CC(Oc1ccc2c3c(c(=O)oc2c1)CCC3)C(=O)NCC1CCC(C(=O)O)CC1 (stereo not given)	22%	/	0%	44%[activator]	-10%	-4%	23%	-15%	8%
CCC(C)(C)NC(=O)c1ccc2c(c1)N(CC(=O)NC1CCCC1)C(=O)C(C)(C)O2	28%	7	-1%	42%[activator]	8%	-3%	22%	-2%	-20%
Cn1c(=O)c2c(SCC(=O)N3CCCc4ccccc43)nc(C3CC3)nc2n(C)c1=O	-2%	2	i	-13%	6%	-3%	3%	-2%	-15%
CC(=NCc1ccccc1)C1=C(O)COC1=O	40%	2	4%	5%	-12%	-9%	15%	-5%	-7%
N#Cc1c(NCCCO)nc(-c2ccccc2)c2c1CCCC2	1%	-2	i	-1%	11%	-6%	5%	-12%	-16%
CC1CC2(CCCCC2)N2C(=O)C(=O)c3cccc1c32 (stereo not given)	10%	?	8%	11%	3%	-2%	-2%	?	-18%
Cc1ccc(S(=O)(=O)N(Cc2ccc(Cl)cc2)c2ccccc2C(=O)O)cc1	19%	-1	-3%	42%[activator]	-13%	-2%	74%[activator]	1%	2%

An excerpt of these results, with two lines to a compound.
Every second line gives: Pol beta inh, RXFP1 antagonist, PGK inhibitor, POLI inh, Pol kappa inh, BLM inh, APEX1 inh, Apoferritin bind, Pol eta inh
CCC(C)(C)NC(=O)c1ccc2c(c1)N(CC(=O)NC1CCCC1)C(=O)C(C)(C)O2
 : 28%, 7, -1%, 42%[activator], 8%, -3%, 22%, -2%, -20%
Cn1c(=O)c2c(SCC(=O)N3CCCc4ccccc43)nc(C3CC3)nc2n(C)c1=O
 : -2%, 2, i, -13%, 6%, -3%, 3%, -2%, -15%

Other records follow:
smiles	Pol beta inh	RXFP1 antagonist	PGK inhibitor	POLI inh	Pol kappa inh	BLM inh	APEX1 inh	Apoferritin bind	Pol eta inh
Cc1nnc(NC(=O)CSc2nc3c(c(=O)n2CCc2ccccc2)SC(C)C3)s1 (stereo not given)	-24%	1	0%	-10%	-6%	-2%	-11%	6%	0%
COc1ccc(-c2cc(C(=O)NCCc3ccccc3)no2)cc1OC	0%	-4	-2%	0%[58.9 µM]	1%	1%	10%	9%	-6%
O=C(CSc1nnc(C2CC2)n1C1CC1)c1cccs1	/	-5	-2%	22%	2%	/	27%	/	-11%
O=C(COC(=O)c1ccccc1O)NCCc1c[nH]c2ccccc12	/	4	-2%	?	-16%	/	36%	/	-28%
O=Cc1ccc(OCC(=O)Nc2ccccc2C(F)(F)F)cc1	25%	-16	2%	137%[activator]	-1%	-14%	11%	-6%	-5%
Cc1cccn2c(=O)c(/C=C(\C#N)S(=O)(=O)c3ccccc3)c(N3CCN(c4ccccc4)CC3)nc12	38%[activator]	9	1%	?	0%	-3%	-6%	-8%	-9%
N#Cc1cnn2c(-c3ccc(Cl)cc3Cl)ccnc12	16%	5	-2%	20%	5%	-4%	5%	-16%	-15%
